RAD52 inh: inhibitors of human RAD52 DNA annealing; P43351; recombinant RAD52 DNA annealing, FRET fluorescence; inhibition, % at 18.7 µM; 360,000 tested, 0.46% active;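 active = every replicate showing at least 50% inhibition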
S100A4 MyoIIA: blocks human S100A4 binding to myosin IIA peptide. P26447. S100A4/TAMRA-MyoIIA peptide fluorescence polarization. inhibition, % at 10.7 µM. 360,000 tested, 0.14% active;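 active = mean inhibition of at least 70% across replicates, with every replicate also reaching that level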
Target sequence (P26447 whole entry, looked up): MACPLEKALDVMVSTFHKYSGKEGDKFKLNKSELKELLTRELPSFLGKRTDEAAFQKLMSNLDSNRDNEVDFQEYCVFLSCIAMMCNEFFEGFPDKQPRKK
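Material: human S100A4 monomer with TAMRA-labelled myosin IIA peptide; buffer or medium: HEPES pH 7.2 with CaCl2, KCl, NaCl, DTT, Triton; compound dosing: one concentration per compound; schedule: 5 min incubation before reading; benchmarks: neutral control DMSO, positive control TFP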
FN deposit inh: fibronectin deposition inhibition | 350,000 tested, 0.086% active | inhibition, % at 12.6 µM | AH1F fibroblasts, Alexa488-fibronectin deposition fluorescence, overnight;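 active = mean inhibition across replicates of 30% or more, regardless of how many single replicates reach that level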;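 also: positive control wells lacked labelled fibronectin entirely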
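Material: AH1F fibroblast monolayer depositing Alexa488-labelled fibronectin into matrix / Amount: 10000 AH1F cells per well / Signal: fluorescence 485/525 nm / Medium: DMEM, 2% serum / Compound: single dose, pinned / Incubation: 1 h cell adhesion before compound, then overnight fibronectin incubation / Reagent: Alexa488-FN, 24 nM final / Read-out: inhibition of fibronectin deposition signal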
Xi reactivation: X-chromosome reactivation activator | activation, % at 7.58 µM | XiGFP mouse fibroblasts, % GFP-positive cells imaging, 3 d; cells co-treated with 5-aza-dC sensitizer; scaled so ellipticine positive control = 100% | 360,000 tested, 0.055% active;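 active = mean normalized replicate activation at least 10% and every replicate at or above 10%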;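 also: 0% = median of on-plate neutral control wells and 100% = ellipticine 6 µM median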
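Material: XiGFP fibroblasts, SV40-immortalized. Buffer or medium: DMEM plus 5-aza-dC sensitizer. Compound: single concentration per compound, delivered by pin transfer. Times: 3 days compound exposure. Controls: ellipticine 6 µM.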
E-sel inducer: E-selectin induction on HUVECs; activation, % at 7.58 µM; HUVEC E-selectin immunofluorescence imaging; normalized: neutral wells 0, TNF-alpha wells 100; P16581; 260,000 tested, 0.37% active;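 active = mean E-selectin-positive cell signal at least 10% of the positive control, reached in at least 60% of replicates, without over 20% cell loss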;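 also: in these data hits start at about 27%; measured in HUVEC primary endothelial cells; signal is the percent of cells scored E-selectin positive by PE staining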
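System: HUVEC, human umbilical vein endothelial cells; quantity: 3,000 cells/well; buffer or medium: EGM-2 medium, gelatin-coated wells; dosing: single-point compound dose; detection: immunofluorescence imaging; evaluation: % PE-positive cells; benchmarks: TNF-alpha, DMSO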
RAD54 inh: blocks human RAD54 Holliday junction branch migration; AID 602329; inhibition, % at 10.4 µM; 360,000 tested, 0.14% active; FAM/BHQ fluorescence; Q92698;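 active = mean normalized replicate activity at least 40 and at least half of replicates scoring 40 or more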;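 also: 0% = median of neutral control wells and 100% = median of positive control wells; inhibitors cause a drop in the FAM fluorescence signal; in these data hits start at about 50%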
Target sequence (Q92698 whole entry, looked up): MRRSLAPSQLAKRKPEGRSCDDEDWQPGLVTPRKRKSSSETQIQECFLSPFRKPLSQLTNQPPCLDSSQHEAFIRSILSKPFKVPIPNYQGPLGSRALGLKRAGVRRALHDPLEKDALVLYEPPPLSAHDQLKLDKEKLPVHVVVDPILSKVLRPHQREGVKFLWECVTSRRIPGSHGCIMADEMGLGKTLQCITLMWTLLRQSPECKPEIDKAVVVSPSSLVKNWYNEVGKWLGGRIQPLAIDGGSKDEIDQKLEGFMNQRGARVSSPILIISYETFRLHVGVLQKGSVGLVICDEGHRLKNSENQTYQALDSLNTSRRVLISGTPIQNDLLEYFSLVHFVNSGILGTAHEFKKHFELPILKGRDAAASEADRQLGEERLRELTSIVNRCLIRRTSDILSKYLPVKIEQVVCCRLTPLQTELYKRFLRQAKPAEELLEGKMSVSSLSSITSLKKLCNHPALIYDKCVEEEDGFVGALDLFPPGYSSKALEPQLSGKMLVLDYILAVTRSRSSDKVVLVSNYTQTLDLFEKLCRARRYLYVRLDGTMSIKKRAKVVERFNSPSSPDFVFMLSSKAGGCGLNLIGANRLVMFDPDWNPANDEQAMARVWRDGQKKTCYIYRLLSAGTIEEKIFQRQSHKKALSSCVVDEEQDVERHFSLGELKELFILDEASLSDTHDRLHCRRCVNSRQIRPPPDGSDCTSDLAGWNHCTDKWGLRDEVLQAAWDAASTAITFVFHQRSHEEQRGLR
esBAF inh: inhibitors of esBAF chromatin remodeling in mouse ES cells. Bmi1-luciferase knock-in reporter, 24 h; 100% = twice the neutral-well signal. reporter increase, % at 12.5 µM. 350,000 tested, 2% active. AID 602393; in the data active = activation above about 40%;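 also: 0% = median of the plate's neutral control wells and 100% = double that signal; a rise in the Bmi1 reporter signal indicates esBAF inhibition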
EWS-Fli block: blocks EWS/Fli oncoprotein-driven transcription | A673 NR0B1-luciferase reporter, viability-normalised | inhibition, % at 12.6 µM | 350,000 tested, 0.67% active | AID 651661;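 active = mean inhibition of at least 50% after viability correction, with every replicate also passing that limit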;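 also: firefly luciferase signal divided by Alamar Blue viability fluorescence both relative to DMSO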
The depositor's hits bear a star; . = not tested or not shown; & = joins results of further samples.

SMILES | RAD52 inh | S100A4 MyoIIA | FN deposit inh | Xi reactivation | E-sel inducer | RAD54 inh | esBAF inh | EWS-Fli block
COc1ccccc1C(=O)NCCC(=O)NCCc1ccccc1 | 4.8 | 0.8 | -6.1 | -0.1 | 0.3 | -0.5 | 21.4 | .
CC(C)(C)c1ccc(-c2cc(-c3ccccc3O)[nH]n2)cc1 | 1.4 | -2.1 | -5.1 | 0.0 | . | 2.6 | -31.7 | 22.2
CN1C(=O)c2cc(NC(=O)C3CC3)ccc2OC[C@H]2O[C@@H](CC(=O)NCc3ccccc3F)CC[C@@H]21 | 4.6 | -0.8 | -8.5 | 0.1 | 0.0 | . | . | -0.8
Cc1cccc(CN2CCN(C3CN(Cc4cn(Cc5cccc(Cl)c5)nn4)S(=O)(=O)C3)CC2)c1 (stereo unspecified) | -28.1 | -3.6 | -4.1 | 0.1 | 1.9 | . | . | 8.5
CC1(c2ccc(Cl)cc2)NC(=O)N(CC(=O)N2CCN(C(=O)c3cccs3)CC2)C1=O (stereo unspecified) | -1.8 | -1.6 | 2.0 | 0.0 | . | -9.7 | -3.2 | 4.6
COc1ccccc1CCNC(=O)Nc1cccc([N+](=O)[O-])c1 | -4.1 | 0.3 | -8.1 | 0.3 | . | . | . | -16.5
O=C(COC(=O)Cc1ccsc1)Nc1ccccc1 | -8.7 | -6.0 | -1.1 | 0.2 | 2.5 | . | . | 8.7
C[C@@H]1CN([C@H](C)CO)C(=O)c2cc(NC(=O)Nc3ccc4c(c3)OCO4)ccc2O[C@@H]1CN(C)Cc1ccc(C(=O)Nc2ccccc2N)cc1 | 18.4 | -2.6 | . | 0.2 | 1.6 | -4.3 | -10.6 | 42.0
C[C@@H]1CN([C@@H](C)CO)C(=O)c2c(c3ccccc3n2C)-c2ccccc2CO[C@H]1CN(C)S(=O)(=O)CC(F)(F)F | 4.1 | -3.2 | 8.6 | 1.1 | 8.1 | 2.7 | -2.0 | 2.3
O=C(C[C@H]1CC[C@H](NC(=O)CC2CC2)[C@H](CO)O1)NCc1ccccc1 | 4.5 | -1.8 | . | -0.5 | -0.1 | . | . | -2.2
CCCCn1cnc2c(SCc3cccc(F)c3)nc(N)nc21 | 2.3 | -1.1 | -1.3 | -0.1 | -0.4 | 1.8 | . | 1.6
O=C(Nc1cccc(Cl)c1)N1C[C@H]2[C@@H](c3ccccc31)[C@@H](CO)N2CC1CCOCC1 | -21.1 | -1.6 | . | 0.1 | -0.4 | -5.5 | -2.4 | -2.4

In the list so far, these contain fluorine.
SMILES | RAD52 inh | S100A4 MyoIIA | FN deposit inh | Xi reactivation | E-sel inducer | RAD54 inh | esBAF inh | EWS-Fli block
CN1C(=O)c2cc(NC(=O)C3CC3)ccc2OC[C@H]2O[C@@H](CC(=O)NCc3ccccc3F)CC[C@@H]21 | 4.6 | -0.8 | -8.5 | 0.1 | 0.0 | . | . | -0.8
C[C@@H]1CN([C@@H](C)CO)C(=O)c2c(c3ccccc3n2C)-c2ccccc2CO[C@H]1CN(C)S(=O)(=O)CC(F)(F)F | 4.1 | -3.2 | 8.6 | 1.1 | 8.1 | 2.7 | -2.0 | 2.3
CCCCn1cnc2c(SCc3cccc(F)c3)nc(N)nc21 | 2.3 | -1.1 | -1.3 | -0.1 | -0.4 | 1.8 | . | 1.6

Next part
SMILES | RAD52 inh | S100A4 MyoIIA | FN deposit inh | Xi reactivation | E-sel inducer | RAD54 inh | esBAF inh | EWS-Fli block
COc1ccc(C#Cc2ccc([C@H]3[C@@H](CO)N4CCCCN(Cc5ccncc5)C[C@@H]34)cc2)cc1 | 48.2 | -8.7 | . | 0.2 | -0.7 | 6.4 | 6.4 | -23.8
Cc1ccccc1N1CCN(C2CCCN(C(=O)c3cc[n+]([O-])cc3)C2)CC1 (stereo unspecified) | -4.6 | 2.8 | -17.5 | 0.2 | . | 6.0 | -3.0 | 5.5
CC(C)NC(=O)Nc1ccc2c(c1)C(=O)N([C@@H](C)CO)C[C@H](C)[C@@H](CN(C)C(=O)Nc1ccc(C(F)(F)F)cc1)O2 | -8.7 | -0.6 | . | 0.1 | . | -0.1 | 3.9 | -3.1
C/C(=N\NC(=O)c1ccccn1)c1ccc(Cl)cc1 | 5.5 | -8.3 | 1.8 | 0.1 | -0.1 | -1.6 | . | -42.5
Cc1noc(C)c1S(=O)(=O)NC1CCN(Cc2ccccc2)CC1 | -63.0 | -0.6 | 5.8 | 0.3 | -0.1 | -16.2 | -1.2 | 14.8
Cc1ccc(-c2noc(-c3ccccc3C(=O)NCc3ccco3)n2)cc1 | -5.9 | 1.2 | 2.2 | 0.1 | 1.8 | . | . | -26.8
COC(=O)C[C@@H]1CC[C@@H]2[C@H](COc3ccc(NC(=O)c4ccc(F)cc4)cc3C(=O)N2C)O1 | -8.0 | -4.2 | . | 0.1 | -0.1 | -9.6 | -10.3 | 57.1*
O=C(O)c1ccc(-c2ccccc2)[nH]c1=O | 22.4 | 1.3 | 0.1 | 0.3 | -2.2 | 1.5 | 0.1 | 15.4
C[C@@H]1CN([C@H](C)CO)C(=O)c2cccc(NC(=O)NC3CCCCC3)c2O[C@@H]1CN(C)C(=O)Nc1cccc2ccccc12 | 11.0 | -8.1 | -1.3 | -0.8 | 5.0 | 5.7 | 2.7 | 1.8
CCN(C[C@H]1N[C@H](CO)[C@H]1c1ccc(-c2cccc(C#N)c2)cc1)C(=O)COC | -37.8 | -4.0 | -17.5 | 0.0 | 0.0 | 1.4 | 1.9 | -5.0
CCOc1ccc(NC(=S)N2CCCCCC2)cc1 | -10.6 | 4.4 | 7.2 | 0.3 | 2.2 | -2.2 | 8.8 | -8.5
C[C@H](CO)N1C[C@H](C)[C@@H](CN(C)C(=O)Nc2cccc3ccccc23)Oc2ccc(NS(=O)(=O)c3cn(C)cn3)cc2C1=O | -7.8 | 9.3 | 1.6 | 0.1 | 0.9 | 4.3 | 2.5 | 7.2
C[C@H]1CN([C@@H](C)CO)C(=O)c2cc(NC(=O)Cc3cn(C)c4ccccc34)ccc2O[C@@H]1CN(C)C(=O)NC1CCCCC1 | -18.0 | -0.2 | 10.2 | -1.1 | . | -0.9 | 0.0 | -5.2
CC(C)[C@@H](C(=O)NCc1ccco1)N1C(=O)N2CCc3c([nH]c4ccccc34)[C@@]2(C)C1=O | -22.1 | -5.0 | . | . | . | 8.1 | 12.4 | 12.3
O=S(=O)(NC1=NCCCCC1)c1ccc(Cl)cc1Cl | -0.2 | -0.9 | 7.5 | -0.1 | . | -10.3 | -3.7 | 5.9
C#CCN(C[C@H]1[C@H](OC(=O)NCC2CCCCC2)[C@H](OC(=O)NCC2CCCCC2)C[C@@H](C(=O)OC)[C@H]1C(=O)OC)S(=O)(=O)c1ccc(C)cc1 | -9.8 | 2.4 | 2.4 | -0.1 | 1.3 | 1.7 | 16.6 | -5.4
CN1CCN(c2nc(Nc3ccc(O)cc3)nc3ccccc23)CC1 | 72.4* | -5.5 | 9.5 | 0.0 | -2.2 | . | . | -2.5
CC(C)(C)OC(=O)N[C@@H](C(=O)OC(C)(C)C)c1ccc(Br)cc1 | -13.8 | 0.2 | -17.1 | 0.0 | -0.1 | 1.8 | 4.4 | 5.0
O=S(=O)(NCc1ccccc1)[C@@H]1CC2C=CC1C2 (stereo partly specified) | -7.7 | 5.9 | 10.5 | 0.1 | 0.0 | 1.6 | -0.8 | 0.5
C[C@@H]1CCCCO[C@@H](CN(C)Cc2ccc(C(F)(F)F)cc2)[C@@H](C)CN([C@@H](C)CO)C(=O)c2cc(NC(=O)Nc3ccccc3)ccc2O1 | . | . | 1.2 | 0.3 | 0.2 | -8.5 | -6.5 | 0.9
OCCNc1nc2ccccc2nc1NCCO | 2.5 | -0.1 | 0.0 | 0.0 | 1.1 | 6.2 | -6.7 | -5.8
COc1ccc(OC)c(/C=N/NC(=O)Cn2ccnc2C)c1 | -0.3 | 3.0 | 13.0 | 0.1 | . | . | -5.6 | -4.4
O=C(CN1CCN(C(c2ccccc2)c2ccccc2)CC1)N1CCOCC1 | 4.0 | 0.5 | . | . | . | 8.8 | -5.3 | 9.1
O=C(Nc1nnc(CCN2CCCCC2)s1)c1ccccc1Cl | -4.0 | -0.4 | -1.8 | 0.0 | . | . | . | -3.5
CC(c1nc2ccccc2[nH]1)N(C(=O)Cc1csc2ccccc12)c1cccnc1 (stereo unspecified) | -13.4 | 0.7 | 14.2 | . | -1.5 | -5.0 | 2.8 | 8.9
Cc1ccc(NC(=O)COC(=O)[C@H](C)N2C(=O)C3CC=CCC3C2=O)cc1S(=O)(=O)N(C)C (stereo partly specified) | -5.7 | -1.0 | -13.9 | 0.1 | 15.4 | . | . | 8.1
CCN1CCN(C(=O)c2cccc(OC3CCN(S(=O)(=O)N(C)C)CC3)c2)CC1 | -8.9 | 6.7 | -3.3 | 0.4 | . | 9.7 | 19.1 | -19.3
Cc1ccc(N=Nc2ccc(O)c(P(=O)(c3ccccc3)c3ccccc3)c2)cc1 | -2.6 | -2.8 | 8.1 | -0.2 | 2.8 | . | -7.5 | 4.4
COc1ccc(NC(=O)Nc2cccc3c2O[C@H](CN(C)C(=O)Nc2ccc(OC)cc2)[C@@H](C)CN([C@H](C)CO)C3=O)cc1 | 0.7&-11.0 | 1.2&10.9 | 4.0 | 0.1&0.0 | -0.2&0.0 | -1.5 | 14.3 | -6.9&-14.2
CCCSc1ccc([C@@H]2[C@H]3C(=O)N(C)C(=O)[C@H]3[C@]3(C(=O)OC)CCCN23)cc1OC | -10.8 | -4.2 | 1.3 | 0.0 | -0.2 | -3.6 | -0.9 | -4.7
O=C(NCCCl)Nc1cc([N+](=O)[O-])ccc1Cl | -11.1 | -1.8 | 3.0 | 0.0 | . | . | . | -1.7
COc1ccc2c3c([nH]c2c1)[C@H](CO)N(Cc1cccc(F)c1)CC31CCN(Cc2ccccn2)CC1 | -11.2 | 8.8 | . | 0.3 | -0.5 | . | . | 9.2
CNC(=O)c1nnn(Cc2ccccc2)c1NC(C)=O | -5.1 | -0.4 | . | . | . | 1.5 | -5.2 | .
COc1cc(OC)nc(C(NC(=O)C2CCN(Cc3ccc(N(C)C)cc3)CC2)c2ccc(F)cc2)n1 (stereo unspecified) | -3.0 | 2.4 | -0.9 | 0.0 | -0.1 | 13.9 | -4.6 | 2.9
NC(=O)c1ccccc1NC(=O)CSc1nc2c(c(=O)[nH]1)CCCC2 | -10.9 | 2.6 | -0.4 | 0.0 | 0.3 | -13.3 | 0.7 | 9.0
C[C@@H]1CN([C@@H](C)CO)C(=O)Cc2cc(NC(=O)NC3CCCCC3)ccc2O[C@H]1CN(C)S(=O)(=O)c1cn(C)cn1 | 19.0 | -1.2 | . | 0.0 | -13.8 | 2.5 | -4.6 | -10.8
Cn1c(=O)c2c(ncn2CCOc2ccc(F)cc2)n(C)c1=O | -5.6 | -0.9 | 6.4 | -0.1 | 0.9 | -6.4 | -1.2 | 11.5
CCC(=O)N1C[C@@H](C)[C@H](OC)CN(C)C(=O)c2ccc(NC(=O)COC)cc2OC[C@@H]1C | -10.9 | -6.1 | 7.2 | 0.0 | -0.1 | -0.1 | -8.0 | -8.6
COc1ccc(C(=O)CSc2ccc(-c3ccc(C)cc3)nn2)cc1 | . | . | -6.7 | 0.0 | 1.5 | -3.4 | . | .
CCCC(=O)Nc1ccc2c(c1)OC[C@@H](C)N(C(=O)CC)C[C@H](C)[C@H](OC)CN(C)C2=O | -7.7 | 38.2 | -4.9 | 0.3 | -0.1 | -5.2 | 1.6 | 4.0
